Screening results deposited in PubChem BioAssay by National Center for Advancing Translational Sciences (NCATS).
p53null 39C tox: p53 null cell cytotoxicity, nonpermissive temperature; 55,000 tested, 0.97% active; H1299 p53-null (neo) cells, 39C, ATPlite viability, 24 h; Potency, µM (series often up to 46.1 µM), without a hit: at the highest dose activity, negative = cell killing, usual class: cytotoxic;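 also: 0% = DMSO only and -100% = full killing by 100 µM tamoxifen; nearly all actives have a fitted effect of over 50% in size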
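Luminescent ATP signal reported cell survival after H1299 lines (neo, p53 null; or p53 A138V) received up to 46 uM compound and 24 hr incubation at 39C.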
FH mod: Identification of activators of human fumarate hydratase by quantitative high-throughput screening | Potency, µM (highest dose often 79.9 µM), without a hit: at the top dose activity change, negative = inhibition, usual class: inhibitors | FH coupled MDH/diaphorase resazurin fluorescence, 15 min | 54,000 tested, 0.22% active | Fumarate hydratase, mitochondrial (Homo sapiens), P07954; also: the screen sought activators but most active calls are inhibition curves; nearly all actives have a fitted effect of over 45% in size
Target sequence (P07954 whole entry, looked up): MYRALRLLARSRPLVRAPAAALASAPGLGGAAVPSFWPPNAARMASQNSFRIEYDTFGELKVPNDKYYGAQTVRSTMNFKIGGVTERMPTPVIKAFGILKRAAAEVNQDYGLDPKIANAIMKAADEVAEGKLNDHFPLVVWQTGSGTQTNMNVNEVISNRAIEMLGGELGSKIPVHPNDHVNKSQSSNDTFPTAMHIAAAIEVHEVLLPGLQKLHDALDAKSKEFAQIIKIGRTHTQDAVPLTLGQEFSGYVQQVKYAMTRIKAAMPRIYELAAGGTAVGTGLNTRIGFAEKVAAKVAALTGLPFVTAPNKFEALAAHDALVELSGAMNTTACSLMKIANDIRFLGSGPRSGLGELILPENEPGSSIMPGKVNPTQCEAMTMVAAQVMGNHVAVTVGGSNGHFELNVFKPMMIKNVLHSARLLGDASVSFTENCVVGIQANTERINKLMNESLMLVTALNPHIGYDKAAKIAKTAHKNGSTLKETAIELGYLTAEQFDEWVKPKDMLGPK
p53null 32C tox: kills p53 null cells at the permissive temperature; H1299-neo p53 null cells, ATP luminescence, 24 h, 32C; Potency, µM (highest dose often 46.1 µM), for the others: at the top dose activity change, negative = cytotoxicity, actives largely listed as cytotoxic; 55,000 tested, 0.62% active;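 also: 0% = DMSO only and -100% = full killing by 100 µM tamoxifen; nearly all actives have a fitted effect of over 55% in size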
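H1299-neo, 600 cells/well; overnight 37C; cpd up to 46 uM, 24 h at 32C; ATPlite luminescence after 20 min RT; normalized to DMSO (0%) and tamoxifen 100 uM (100% kill); Hill-fit AC50.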
NTMT1 inhibitor: blocks human N-terminal methyltransferase 1 activity; 59,000 tested, 2.5% active; Q9BV86; Potency, µM (doses to about 114 µM), for inactives: top-dose activity change, negative = inhibition, hits mostly inhibitors; NTMT1 MTase-Glo SAH luminescence, purified enzyme; AID 1645870;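 also: plate controls were DMSO vehicle for no effect and no enzyme for full effect; nearly all actives have a fitted effect of over 65% in size; many of its hits are not listed in these tables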
Target sequence (Q9BV86 whole entry, looked up): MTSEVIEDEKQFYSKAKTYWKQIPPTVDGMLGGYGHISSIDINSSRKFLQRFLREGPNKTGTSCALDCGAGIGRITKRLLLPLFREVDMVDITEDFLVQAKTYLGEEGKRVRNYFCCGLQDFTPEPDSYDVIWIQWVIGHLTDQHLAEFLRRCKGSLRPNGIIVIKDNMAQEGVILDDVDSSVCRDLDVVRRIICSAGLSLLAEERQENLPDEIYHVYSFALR
Active calls of the source: *; ? = inconclusive; / = not tested or not shown; [ ] = remark or other dose. Calls follow the shape of the dose curve; as a rule, active = well fitted curve in the direction sought with a large enough effect; inconclusive = small, poorly fitted or top-dose-only effect, or another doubt; inactive = no such curve, though single readings can be large; an effect the other way counts as inactive or inconclusive. Unless noted, % is scaled to controls: 0 for no effect and ±100 for the full control effect; potency is read from the fitted curve at half-maximal effect.

[1] Cc1ccccc1NP(=O)(Oc1ccccc1F)Oc1ccccc1F
[2] CC(NCc1cccc(Cl)c1Cl)C(O)c1ccccc1 (configuration not stated)
[3] CC(Cc1ccccc1)NC(=O)/C=C/c1ccc(Cl)cc1 (configuration not stated)
[4] CC12CCC3C(CC=C4CC(O)CCC43C)C1C/C(=C\c1ccccc1F)C2=O (configuration not stated)
[5] CN(C)C(Cc1ccc(Cl)cc1)C(=O)c1ccccc1 (configuration not stated)
[6] Cc1ccc(N2C(=O)NC(=O)C(CCc3ccccn3)(Cc3cccc(Cl)c3Cl)C2=O)cc1 (configuration not stated)

Screen / compound no.,1,2,3,4,5,6
p53null 39C tox,/,/,/,15%,-4%[1.84 µM],3%[1.84 µM]
FH mod,/,/,/,/,/,/
p53null 32C tox,-2%,-2%,0%,/,/,/
NTMT1 inhibitor,/,/,/,/,/,/

Pulled one by one from the entries so far:
[2] CC(NCc1cccc(Cl)c1Cl)C(O)c1ccccc1 (configuration not stated)
[3] CC(Cc1ccccc1)NC(=O)/C=C/c1ccc(Cl)cc1 (configuration not stated)
[5] CN(C)C(Cc1ccc(Cl)cc1)C(=O)c1ccccc1 (configuration not stated)
[6] Cc1ccc(N2C(=O)NC(=O)C(CCc3ccccn3)(Cc3cccc(Cl)c3Cl)C2=O)cc1 (configuration not stated)
[1] Cc1ccccc1NP(=O)(Oc1ccccc1F)Oc1ccccc1F

Screen / compound no.,2,3,5,6,1
p53null 39C tox,/,/,-4%[1.84 µM],3%[1.84 µM],/
FH mod,/,/,/,/,/
p53null 32C tox,-2%,0%,/,/,-2%
NTMT1 inhibitor,/,/,/,/,/

(further entries)
[7] O=C(CN1CC(c2ccccc2)CC1=O)Nc1ccccc1 (configuration not stated)
[8] Fc1ccc2c(c1)nnn2C1CCN(Cc2c(Cl)cccc2Cl)CC1
[9] COc1ccc(CCNCc2ccccc2F)cc1OC
[10] CN1CCc2c(C#N)c(Cl)nc(Cl)c2C1
[11] S=C1CN=C(c2ccccc2)c2cc(Cl)ccc2N1
[12] O=C(NCC(c1cccnc1)N1CCN(c2ccccc2)CC1)Oc1ccccc1 (configuration not stated)

Screen / compound no.,7,8,9,10,11,12
p53null 39C tox,-11%,-8%,0%,-2%,-4%,3%
FH mod,/,/,/,/,/,/
p53null 32C tox,28%,-4%,-7%,5%,-5%,1%
NTMT1 inhibitor,/,/,/,/,/,/

[13] CN1C(=O)/C(=C/c2ccc(N3CCCCCC3)o2)C(=O)NC1=S
[14] O=C(NC(c1ccc(Cl)cc1)P(=O)(Oc1ccccc1)Oc1ccccc1)OCc1ccccc1 (configuration not stated)
[15] Cc1c(/C=N/O)c2ccccc2n1C
[16] Cc1cc(N2C(=O)C3CCCN3C2c2cccc(Cl)c2)no1 (configuration not stated)
[17] CCCN(CC#CCO)CCC
[18] CCC(C(=O)N1CCC2(CC1)OCCO2)c1ccccc1 (configuration not stated)

Screen / compound no.,13,14,15,16,17,18
p53null 39C tox,-2%,?,4%,5%,-6%,24%
FH mod,/,/,/,/,/,/
p53null 32C tox,-28%,-4%,-1%,-3%,0%,1%
NTMT1 inhibitor,/,/,/,/,/,/

[19] CN(C)CCc1nn[nH]n1
[20] C#CCNc1ccncc1S(=O)(=O)NC(=O)NC(C)C
[21] CN1CC=C(c2c[nH]c3ccccc23)CC1
[22] O=C(CN1CCOCC1)Nc1ccc(Br)cc1C(=O)c1ccccc1
[23] CC(C)C(=O)c1cn(Cc2ccc(C#N)cc2)c2ccccc12
[24] COc1ccc(OC)c(N2C(=O)NC(=O)C(CCc3ccncc3)(CCc3ccncc3)C2=O)c1

Screen / compound no.,19,20,21,22,23,24
p53null 39C tox,19%,-6%,-4%,35%,3%,1%
FH mod,/,/,/,/,/,/
p53null 32C tox,3%,-3%,11%,4%,-3%,-9%
NTMT1 inhibitor,/,/,/,/,/,/

[25] CC(C)n1cc(C(=O)N(CC(=O)NC(C)(C)C)Cc2ccccc2)cn1
[26] Cc1nc2cc(C(F)(F)F)ccc2n1C1CCN(Cc2nnnn2CCc2ccccc2)CC1
[27] Nc1cc(Cl)c2nonc2c1[N+](=O)[O-]
[28] O=C(Cc1ccccc1)Oc1ccc(N2C(=O)C3CCCCC3C2=O)cc1 (configuration not stated)
[29] COc1ccc(CC[n+]2cc(/N=C(\C)[O-])on2)cc1OC
[30] CC/C(=C\C=C\[C@@H]1C=C[C@@H]2CCC[C@H]2[C@@H]1C(=O)c1ccc[nH]1)[C@@H]1O[C@@H]([C@@H](C)C(=O)O)CC[C@@H]1C

Screen / compound no.,25,26,27,28,29,30
p53null 39C tox,-5%,-3%,38%[activator],-6%,3%,6%
FH mod,/,/,/,/,/,/
p53null 32C tox,-3%,0%,7%,7%,-7%,13%
NTMT1 inhibitor,/,/,/,/,/,/

[31] COc1cccc(NP(=O)(Oc2ccccc2Cl)Oc2ccccc2Cl)c1
[32] COC(=O)C[C@]1(C(=O)OC)CN(C#N)N(c2ccc(Cl)cc2)C12c1ccccc1-c1ccccc12
[33] Clc1cccc(N2CCNCC2)c1Cl
[34] O=C(NC1(C(F)(F)F)Oc2ccccc2O1)N1CCC2(CC1)OCCO2
[35] NC(=O)OCCSc1nnc(-c2cccc(C(N)=S)c2)o1
[36] CCCC(C)C1(CC)C(=O)NC(=Nc2ccccc2)NC1=O (configuration not stated)

Screen / compound no.,31,32,33,34,35,36
p53null 39C tox,13%[1.84 µM],-1%,-15%,?,27%,21%
FH mod,/,/,/,/,/,/
p53null 32C tox,19%,?,-1%,-6%,8%,-4%
NTMT1 inhibitor,/,/,/,/,/,/

[37] C#CCN[C@H](C)Cc1ccccc1
[38] NC(Cc1cc(O)c(O)cc1O)C(=O)O (configuration not stated)
[39] CC(=O)NBr
[40] CN(N=O)c1cc(O)ccc1O
[41] Nc1ncnc2c1ncn2[C@@H]1O[C@H](COP(=O)(O)CP(=O)(O)OP(=O)(O)O)C(O)[C@H]1O (some centres not stated)
[42] C[N+](C)(C)CC#CCOC(=O)Nc1cccc(Cl)c1

Screen / compound no.,37,38,39,40,41,42
p53null 39C tox,/,/,/,/,/,/
FH mod,-3%[53.3 µM],?,-5%[53.3 µM],2.2µM*,-20%[53.3 µM],-19%[53.3 µM]
p53null 32C tox,/,/,/,/,/,/
NTMT1 inhibitor,/,/,/,/,/,/

[43] CS(=N)(=O)CC[C@H](N)C(=O)O (some centres not stated)
[44] O=[N+]([O-])c1cc(O)c(O)c([N+](=O)[O-])c1
[45] CN1CC[C@@]2(C)c3cc(OC(=O)Nc4ccccc4)ccc3N(C)[C@@H]12
[46] Cc1c2ccncc2c(C)c2c1[nH]c1ccccc12
[47] C[C@@H]1O[C@H](C[N+](C)(C)C)C[C@H]1O
[48] C[C@H](Cc1ccc2c(c1)OC(C(=O)O)(C(=O)O)O2)NC[C@H](O)c1cccc(Cl)c1

Screen / compound no.,43,44,45,46,47,48
p53null 39C tox,/,/,/,/,/,/
FH mod,-2%[53.3 µM],-18%[53.3 µM],?,-2%[53.3 µM],-5%[53.3 µM],-7%[53.3 µM]
p53null 32C tox,/,/,/,/,/,/
NTMT1 inhibitor,/,/,/,/,/,/

[49] O=C(O)Cc1cnc[nH]1
[50] CCCN1CCc2cccc3c2[C@H]1Cc1ccc(O)c(O)c1-3
[51] Cc1cc([C@@H]2CCCN2C)on1
[52] c1ccc(C2(c3ccccc3)CC2C2=NCCN2)cc1 (configuration not stated)
[53] C[N+](C)(C)CC#CCN1CCCC1=O
[54] C[C@H](N)Cc1cccc(C(F)(F)F)c1

Screen / compound no.,49,50,51,52,53,54
p53null 39C tox,/,/,/,/,/,/
FH mod,-15%[53.3 µM],7.9µM*,2%[53.3 µM],-21%[53.3 µM],-10%[53.3 µM],-18%[53.3 µM]
p53null 32C tox,/,/,/,/,/,/
NTMT1 inhibitor,/,/,/,/,/,/

[55] NCCc1c[nH]c2ccc(O)cc12
[56] CC(C)(C)c1o[nH]c(=O)c1CC(N)C(=O)O (configuration not stated)
[57] C[N+]1(C)CCOC(O)(c2ccc(-c3ccc(C4(O)C[N+](C)(C)CCO4)cc3)cc2)C1 (configuration not stated)
[58] CCCN(CCC)[C@@H]1CCc2ccc(O)cc2C1
[59] CC(C)(O)[C@@H]1[C@H]2OC(=O)[C@@H]1[C@]1(O)C[C@H]3O[C@]34C(=O)O[C@H]2[C@]14C (tested in a mixture with another compound)
[60] Cc1[nH]c2ccc(O)cc2c1CCN

Screen / compound no.,55,56,57,58,59,60
p53null 39C tox,/,/,/,/,/,/
FH mod,-20%[53.3 µM],-2%[53.3 µM],-6%[53.3 µM],-20%[53.3 µM],-15%[53.3 µM],-22%[53.3 µM]
p53null 32C tox,/,/,/,/,/,/
NTMT1 inhibitor,/,/,/,/,/,/

[61] CNCCc1c[nH]c2ccc(O)cc12
[62] CCN1C[C@@]2(COC)C3[C@@H](OC)C4[C@H]1C3([C@@H]1C[C@@]3(O)[C@H](OC(=O)c5ccccc5)[C@@H]1[C@]4(OC(C)=O)[C@@H](O)[C@@H]3OC)[C@H](OC)C[C@H]2O
[63] Cn1c(/C=C/CO)c(CO)c2c1C(=O)C=C(N1CC1)C2=O
[64] COC(=O)[C@@]12OC[C@]34[C@H]([C@@H](O)[C@@H]1O)[C@@]1(C)CC(=O)C(O)=C(C)[C@@H]1C[C@H]3OC(=O)[C@H](OC(=O)/C=C(\C)C(C)C)[C@@H]24
[65] CCOc1ccc(CCNC(=O)c2cc3cnccc3n2Cc2cccc(C)c2)cc1OCC
[66] S=P(c1ccccc1)(c1ccccc1)c1c[nH]c2ccccc12

Screen / compound no.,61,62,63,64,65,66
p53null 39C tox,/,/,/,/,/,/
FH mod,-21%[53.3 µM],-23%[53.3 µM],/,/,/,/
p53null 32C tox,/,/,/,/,/,/
NTMT1 inhibitor,/,/,-11%,17%,-16%[57.5 µM],12%

[67] Cc1sc2c(c1C)C(c1ccc(Cl)cc1)=NC(CC(N)=O)c1nnc(C)n1-2 (configuration not stated)
[68] CC(=O)O[C@@]12CO[C@@H]1C[C@H](O)[C@@]1(C)C(=O)[C@H](O)C3=C(C)[C@@H](O)C[C@@](O)([C@@H](OC(=O)c4ccccc4)[C@H]21)C3(C)C
[69] CC(C)[C@]12O[C@H]1[C@@H]1O[C@@]13[C@@]1(C)CCC4=C(COC4=O)[C@@H]1C[C@@H]1O[C@@]13C2=O
[70] Cc1nn2c(=O)cc(N3CCNCC3)nc2s1
[71] C[C@]12CC[C@H]3[C@@H](CC[C@@]45O[C@@H]4C(O)=C(C#N)C[C@]35C)[C@@H]1CC[C@@H]2O
[72] S=P(c1ccccc1)(c1ccccc1)c1cnc2ccccn12

Screen / compound no.,67,68,69,70,71,72
p53null 39C tox,/,/,/,/,/,/
FH mod,/,/,/,/,/,/
p53null 32C tox,/,/,/,/,/,/
NTMT1 inhibitor,8%,-2%,12%,5%[57.5 µM],11%,10%

[73] CC(C)(O)/C=C\C(=O)[C@](C)(O)[C@H]1[C@H](O)C[C@]2(C)[C@@H]3CC=C4[C@@H](C=C(O)C(=O)C4(C)C)[C@]3(C)C(=O)C[C@@]12C
[74] CO[C@H]1CCC(O[C@H]2C[C@H]([C@]3(C)CC[C@]4(C[C@H](O)[C@@H](C)[C@@H]([C@@H](C)/C=C(\C)C(=O)[C@H](C)C[C@H](C)C(=O)O)O4)O3)O[C@]3(O[C@@H]([C@H]4O[C@@](O)(CO)[C@H](C)C[C@@H]4C)C[C@@H]3C)[C@@H]2C)O[C@@H]1C (some centres not stated)
[75] N#Cc1c(-c2cccc(-c3no[n+]([O-])c3C#N)c2)no[n+]1[O-]
[76] S=P(c1ccccc1)(c1ccccc1)c1c[n+](Cc2ccccc2)c2ccccn12
[77] CC(=O)OC[C@H](N)C(=O)c1ccccc1
[78] N#Cc1ccc(NC(=O)Nc2nnc(-c3ccncc3)s2)cc1Cl
[79] N#CC(O[C@@H]1O[C@H](CO[C@@H]2O[C@H](CO)[C@@H](O)[C@H](O)[C@H]2O)[C@@H](O)[C@H](O)[C@H]1O)c1ccccc1 (some centres not stated)
[80] Cc1cn(C[C@H](N)C(=O)O)c(=O)n(Cc2cc(-c3ccccc3)sc2C(=O)O)c1=O

Screen / compound no.,73,74,75,76,77,78,79,80
p53null 39C tox,/,/,/,/,/,/,/,/
FH mod,/,/,/,/,/,/,/,1%
p53null 32C tox,/,/,/,/,/,/,/,/
NTMT1 inhibitor,10%,19%,-16%,-1%[57.5 µM],2%,-9%,-19%,-2%[57.5 µM]

Some of the compounds tested, so the mix of outcomes need not match the whole.
